Screens as filed in PubChem.
USP1 inh: Inhibitors of USP1/UAF1: Primary Screen; Ubiquitin carboxyl-terminal hydrolase 1 (Homo sapiens), O94782; recombinant USP1/UAF1, Ub-Rhodamine cleavage fluorescence; Potency, µM (doses to about 57.1 µM), inactives show at the highest dose activity change, negative = inhibition, usual class: inhibitors; 390,000 compounds, 0.23% hits; AID 743255, 2014; further: potency means the concentration at half of the fitted maximal effect; on the % scale 0 is the no-effect control and ±100 the full control effect; nearly all actives have a fitted effect of over 60% in size; inactives centre near -12
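1 nM enzyme complex + cpd, 15 min RT; start with Ub-Rho 150nM final; kinetic fluorescence ex 480/em 540, 6 reads q60 s. Buffer 50mM HEPES pH 7.8, 0.5mM EDTA, 0.1 mg/ml BSA, 1mM TCEP, 0.01% Tween-20.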
Vif-A3G inh: qHTS for Inhibitors of Vif-A3G Interactions: qHTS. AID 602310, 2012. 410,000 compounds, 0.076% hits. HeLa A3G-eYFP + Vif (tagged APOBEC3G with the HIV-1 protein that degrades it), YFP fluorescence, overnight. Potency, µM (top dose mostly 46.1 µM), inactives show at the top dose activity, negative = active, usual class: inhibitors. DNA dC->dU-editing enzyme APOBEC-3G (Homo sapiens), Q9HC16;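 further: potency means the concentration at half of the fitted maximal effect; on the % scale 0 is the no-effect control and ±100 the full control effect; nearly all actives have a fitted effect of over 60% in size; hits raise eYFP signal because A3G escapes Vif-driven loss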
Target sequence (Q9HC16 whole entry, looked up): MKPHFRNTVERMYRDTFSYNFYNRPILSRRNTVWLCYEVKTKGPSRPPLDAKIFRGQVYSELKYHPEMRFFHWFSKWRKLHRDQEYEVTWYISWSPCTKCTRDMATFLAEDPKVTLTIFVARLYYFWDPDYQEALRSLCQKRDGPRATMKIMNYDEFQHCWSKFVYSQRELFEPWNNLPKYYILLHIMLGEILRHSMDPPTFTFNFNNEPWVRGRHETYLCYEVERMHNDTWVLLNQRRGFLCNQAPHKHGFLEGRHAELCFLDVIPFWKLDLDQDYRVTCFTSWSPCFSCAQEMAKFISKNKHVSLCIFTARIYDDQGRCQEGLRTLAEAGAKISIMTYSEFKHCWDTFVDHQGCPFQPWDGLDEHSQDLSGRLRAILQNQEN
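HeLa cells stably expressing Vif and C-terminally eYFP-tagged A3G, seeded overnight at 37 deg C, then exposed to compound by pintool overnight at 37 deg C. Rise in yellow fluorescence (Ex 488/Em 500-530, Acumen) marks blocked Vif-driven A3G degradation.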
LDHA block: qHTS assay for inhibitors of human lactate dehydrogenase; activity change, % (values are at about 110 or 230 µM); L-lactate dehydrogenase A chain (Homo sapiens), P00338; 480,000 compounds, 0.15% hits; purified LDHA, NADH/diaphorase-resazurin fluorescence; hits give low values; in the data active means activity change below about -30%; inconclusive means mostly about -25% to -30%;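 further: plate controls were DMSO wells for no effect and wells without enzyme for full effect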
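LDH5 2 nM; NADH 0.06 mM, pyruvate 0.2 mM; 200 mM Tris pH 7.4, EDTA, Tween-20; 5 min RT. Detection: diaphorase 0.133 mg/mL + resazurin 37 µM, fluorescence ex540/em590 at 0 and 20 min; normalized to enzyme-free and DMSO wells.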
RGS4 inhibitor: Inhibitors of Regulator of G Protein Signaling (RGS) 4: qHTS. Regulator of G-protein signaling 4 (Homo sapiens), P49798. Transcreener GDP fluorescence polarization, RGS4-accelerated GTP hydrolysis. Potency, µM (series often up to 114 µM), without a hit: at the highest dose activity change, negative = inhibition, hits mostly inhibitors. 390,000 compounds, 0.039% hits. AID 504845, 2011; further: potency means the concentration at half of the fitted maximal effect; on the % scale 0 is the no-effect control and ±100 the full control effect; nearly all actives have a fitted effect of over 75% in size; some results filed as inactive show a strong effect at the top dose
Target sequence (P49798 whole entry, looked up): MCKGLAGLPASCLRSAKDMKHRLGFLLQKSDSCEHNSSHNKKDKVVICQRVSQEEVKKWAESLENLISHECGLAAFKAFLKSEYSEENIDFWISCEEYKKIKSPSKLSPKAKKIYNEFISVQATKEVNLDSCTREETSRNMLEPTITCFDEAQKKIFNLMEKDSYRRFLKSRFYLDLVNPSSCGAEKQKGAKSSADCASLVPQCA
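MLSMR compounds (23 nl, pin-transferred) preincubated 10 min at room temperature with a 500nM (2x) first reagent, then RGS4 at 900nM (2x) plus Transcreener GDP mix added; fluorescence polarization (620/688 nm) read before and after 90 min at 30 °C.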
Vif-APOBEC3F blk: qHTS for Inhibitors of Vif-A3F Interactions: qHTS; AID 602313, 2012; Potency, µM (titrated, usually from 46.1 µM), without a hit: at the top dose activity, negative = active; 390,000 compounds, 0.2% hits; HeLa A3F-eYFP + Vif (tagged APOBEC3F with the HIV-1 protein that degrades it), YFP fluorescence increase; further: potency means the concentration at half of the fitted maximal effect; % of control where 0% means no effect; nearly all actives have a fitted effect of over 65% in size
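HeLa cells stably expressing Vif plus C-terminally eYFP-tagged A3F were seeded, incubated overnight at 37 deg C, dosed with compound, incubated overnight again at 37 deg C. Yellow fluorescence (Ex 488/Em 500-530) reported blocked Vif-mediated A3F-eYFP degradation.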
GRP78 ERSR act: qHTS for Inducers of the Endoplasmic Reticulum Stress Response (ERSR) in Human Glioma: qHTS | U87-MG GRP78 promoter luciferase reporter, 16 h | Potency, µM, inactives show at the highest dose activation, usual class: activators | 420,000 compounds, 0.02% hits; further: potency means the concentration at half of the fitted maximal effect; series mostly up to about 76 µM; % of control where 0% means no effect; nearly all actives have a fitted effect of over 35% in size
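Stably transfected U87-MG glioma cells carrying a GRP78-based luciferase sensor; 16 h compound incubation. Luminescence end-point read 10 min after Bright-Glo addition at room temperature.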
rTrxR1 inhibitor: qHTS Assay for Inhibitors of Mammalian Selenoprotein Thioredoxin Reductase 1 (TrxR1): qHTS | Thioredoxin reductase 1, cytoplasmic (Rattus norvegicus), O89049 | recombinant rTrxR1, NADPH fluorescence consumption, selenite substrate | Potency, µM (series often up to 114 µM), for inactives: top-dose activity change, negative = inhibition, most hits filed as inhibitors | 390,000 compounds, 1% hits; further: potency means the concentration at half of the fitted maximal effect; on the % scale 0 is the no-effect control and ±100 the full control effect; nearly all actives have a fitted effect of over 65% in size
Target sequence (O89049 whole entry, looked up): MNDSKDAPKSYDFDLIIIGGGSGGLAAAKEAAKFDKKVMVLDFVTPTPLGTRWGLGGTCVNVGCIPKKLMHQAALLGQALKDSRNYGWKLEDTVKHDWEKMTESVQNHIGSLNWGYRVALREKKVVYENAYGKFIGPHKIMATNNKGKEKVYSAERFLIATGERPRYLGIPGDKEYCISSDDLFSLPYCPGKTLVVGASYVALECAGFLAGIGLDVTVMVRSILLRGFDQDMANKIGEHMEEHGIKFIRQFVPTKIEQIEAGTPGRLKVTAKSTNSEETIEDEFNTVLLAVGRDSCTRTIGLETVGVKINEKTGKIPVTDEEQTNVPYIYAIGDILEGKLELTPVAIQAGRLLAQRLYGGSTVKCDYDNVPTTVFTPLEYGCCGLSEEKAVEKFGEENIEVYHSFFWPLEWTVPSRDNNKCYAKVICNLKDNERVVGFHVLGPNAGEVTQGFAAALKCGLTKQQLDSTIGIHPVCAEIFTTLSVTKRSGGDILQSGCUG
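Rat TrxR1 (90 nM in the dispensed reagent) was pre-reduced with 400 uM NADPH for 5 min at room temperature, then incubated with compound for 15 min. After 400 uM selenite was added, NADPH fluorescence (Ex 340/Em 450 nm) was followed for 8 min.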
IDH1 R132H inh: qHTS for Inhibitors of mutant isocitrate dehydrogenase 1 (IDH1): qHTS; Isocitrate dehydrogenase [NADP] cytoplasmic (Homo sapiens), O75874; IDH1-R132H enzyme, NADPH consumption, diaphorase/resazurin fluorescence; Potency, µM (highest dose often 76.6 µM), for inactives: top-dose activity change, negative = inhibition, actives largely listed as inhibitors; 390,000 compounds, 0.093% hits; AID 602179, 2012; further: potency means the concentration at half of the fitted maximal effect; on the % scale 0 is the no-effect control and ±100 the full control effect; nearly all actives have a fitted effect of over 65% in size
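IDH1-R132H (0.5 ug/mL dispensed) in pH 7.5 Tris buffer was preincubated 30 min with compound, then given a substrate mix of 0.016 mM NADPH and 2 mM alpha-KG for 80 min at room temperature; remaining NADPH was read by diaphorase/resazurin fluorescence.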
TrxR1 substrate: qHTS Assay for Substrates of Mammalian Selenoprotein Thioredoxin Reductase 1 (TrxR1): qHTS. Thioredoxin reductase 1, cytoplasmic (Rattus norvegicus), O89049. purified TrxR1 substrate turnover, NADPH consumption readout. Potency, µM (highest dose often 114 µM), for inactives: at the highest dose activity change, negative = substrate turnover. 390,000 compounds, 0.01% hits; further: potency means the concentration at half of the fitted maximal effect; on the % scale 0 is the no-effect control and ±100 the full control effect; nearly all actives have a fitted effect of over 50% in size
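Rat TrxR1, dispensed at 90 nM, was prereduced with 400 uM NADPH (final) for 5 min at ~22 deg C, then incubated with compound 15 min before 400 uM selenite. A first-read NADPH fluorescence drop versus no-compound background flagged substrates.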
An asterisk follows results filed as active; ? = inconclusive; . = no result given; & = joins results of further samples; [ ] = remark or other dose. Unless noted, the call rests on the fitted dose curve; in most records, active means well fitted curve in the direction sought with a large enough effect; inconclusive means small, poorly fitted or top-dose-only effect, or another doubt; inactive means no such curve, though single readings can be large; an effect the other way counts as inactive or inconclusive.

SMILES	USP1 inh	Vif-A3G inh	LDHA block	RGS4 inhibitor	Vif-APOBEC3F blk	GRP78 ERSR act	rTrxR1 inhibitor	IDH1 R132H inh	TrxR1 substrate
COc1ccc(C(CC(=O)Nc2cc(C)ccn2)N2Cc3ccccc3C2=O)cc1 (stereo not given)	-7%	-2%	-3	-3%	-8%	-3%	-3%	-11%	-9%
Cc1ccc(C(=O)NCCSc2c(C)[nH]c3ccccc23)cc1C	-6%	3%	8&5	-20%	0%	-5%	8%	15%	0%
COc1ccc(NC(=O)CCSc2nc(-c3ccc(OC)cc3)cc(C(F)(F)F)n2)cc1	-25%	-1%	1	5%	-2%	-4%	14%	3%	5%
COc1ccccc1Nc1nn2c(=O)c3ccc(C(=O)NCCCOC(C)C)cc3nc2s1	?	-9%	-2	-3%	-7%	7%	37%[activator]	-3%	10%
Nc1ccc(OCc2ccccc2)cc1	-11%	0%	0	1%	-11%	-1%	0%	-4%	0%
CC(NCC(=O)Nc1ccccc1C(=O)NC1CC1)c1ccc(F)cc1F (stereo not given)	-12%	-2%	-6	-14%	4%	-5%	6%	0%	-2%
C/C(=N/NC(=O)CNC(=O)c1ccccn1)c1cccc([N+](=O)[O-])c1	-13%	0%	-1	-20%	-3%	-2%	13%[57.1 µM]	1%	3%[57.1 µM]
CCN(CC)c1ccc(C(=O)c2cnc(/N=C/N(C)C)s2)cc1	0%	-2%	-2	5%	13%	3%	0%[57.1 µM]	0%	0%[57.1 µM]
CN(C)CCn1c2c(c(SCC(=O)Nc3cccc4ccccc34)nc1=O)CCC2	-22%	4%	1	-5%	-11%	-6%	4%[57.1 µM]	8%	3%[57.1 µM]
CN(C)S(=O)(=O)N1CCC(n2c(C(F)(F)F)nc3cccnc32)CC1	-23%	3%	4	-15%	1%	-2%	12%[57.1 µM]	1%	2%[57.1 µM]
N#Cc1cc2c(=O)n3ccccc3nc2n(-c2nnc(SCc3ccc(F)cc3)s2)c1=O	5%	.	0	-20%	.	.	11%	.	65%[activator]
CCOC(=O)c1[nH]c2ccc(Br)cc2c1NC(=O)CCN1CCC(C(=O)OCC)CC1	-21%	0%	2	0%[11.4 µM]	7%	3%	-5%	3%	-4%
CC(=O)Nc1ccc(C(=O)OCC(=O)N2CC3(C)CC2CC(C)(C)C3)cc1 (stereo not given)	?	-3%	5	-11%	-11%	0%	6%[2.29 µM]	9%	-5%[57.1 µM]
O=C(CCN1N=C(c2ccccc2)CCC1=O)NCCCN1CCOCC1	-29%	1%	0	14%	0%	0%	16%	-7%	0%
COc1ccc(NC(=S)NCCc2c[nH]c3ccccc23)cc1	-8%	0%	-8	-3%	-19%	-6%	-9%	7%	-8%
Cc1ccc2c(=O)cc(C(=O)Nc3sc4c(c3C(=O)NCC3CCCO3)CCCC4)oc2c1C (stereo not given)	-6%	1%	-3	19%	3%	1%	20%	-1%	1%
COC(=O)c1sc(-c2ccccc2)cc1NC(=O)c1ccc(F)cc1	-16%	-4%	-4	-17%	-14%	-3%	14%	5%	7%
Cc1cccc(S(=O)(=O)N2CCn3cccc3C2C)c1 (stereo not given)	-26%	-3%	2	-42%	-1%	-2%	?	3%	-5%
CCN(CC)S(=O)(=O)c1ccc(N2CCCC2)c(NS(=O)(=O)c2ccc(OC)cc2)c1	-4%	-5%	3&3	-1%	-9%	-4%	-13%	2%	-15%
COc1cc(C(=O)NCCC(C)C)c([N+](=O)[O-])cc1OC	-4%	2%	4	1%	-1%	-3%	1%	0%	-12%
Cc1cc(CCCCCCCCc2cc(C)cc(=O)o2)oc(=O)c1	-13%	0%	-2	14%	-3%	-4%	-20%	3%	-17%
Cn1cccc1C(C(=O)NC1CCCCC1)N(C(=O)Cc1cccs1)c1ccc2c(c1)OCO2 (stereo not given)	3%	6%	2	-15%	-13%	-3%	17%	?	-3%[57.1 µM]
CCOc1ccccc1C(=O)Nc1cccc(-c2ccc3nncn3n2)c1	-7%	0%	-6	-50%	5%	1%	16%	0%	10%
C[C@@H]1CC=C[C@H]2[C@H]1C(=O)N(Cc1ccccc1)[C@H]2c1ccc2ccccc2c1	-11%	1%	-2	-21%	?	1%	-7%	-5%[38.3 µM]	-2%
CCN(CC(=O)NCc1cccs1)C(=O)c1cc(S(=O)(=O)NCc2ccccc2)ccc1C	-13%	-2%	-4	-9%	15%	-1%	-5%	0%	-6%
Cc1ccccc1NC(=O)C(=O)Nc1ccccc1C	-19%	4%	-10	3%	12%	0%	15%	0%	0%
Cc1ccc(C(=O)C(=S)N2CCOCC2)cc1	-3%	3%	-1	11%	-9%	-4%	-9%	7%	-10%
CC(=O)Nc1cccc(-c2nnc(-c3ccccc3)o2)c1	-10%	0%	-2	16%[11.4 µM]	-7%	3%	16%[57.1 µM]	3%	-8%
COc1ccccc1CCNC(=O)Cc1c(C)c2c(cc(C)c3c(C)coc32)oc1=O	13%	7%	-7	10%	-5%	-1%	27%	-9%	19%
CC(NC(=O)C1CCN(C(=O)[C@@H]2Cc3ccccc3CN2C(=O)OC(C)(C)C)CC1)c1ccccc1 (stereo not given in full)	-5%	1%	0	-4%	1%	-2%	9%	0%	3%
CC(=O)N1CCN(C(=O)c2ccc(NS(=O)(=O)c3ccc4c(c3)OCCO4)cc2)CC1	-18%	-1%	-5	-12%	2%	-3%	29%	10%	8%
COc1ccc(C(=O)N2CCC(c3nc4ccccc4o3)CC2)cc1	-13%	2%	-13	9%	0%	-3%	24%	-5%	0%
COc1ccc(C2=NN(CC(=O)NCC(OC)OC)C(=O)CC2)cc1	-16%	-1%	-5	-11%	0%	-2%	21%	-1%	0%
CCc1ccc(C2=C(C)C(N3CCC(C(=O)NCc4ccccc4)CC3)=NS2(=O)=O)cc1	-22%	.	-16	4%	.	.	12%[57.1 µM]	.	-1%[57.1 µM]
CC(NC(=O)c1cccs1)C(=O)NC1=NCCS1 (stereo not given)	0%	0%	-5	21%	4%	-2%	24%	-7%	10%
Cc1ccc(S(=O)(=O)c2cn(Cc3ccccc3F)c3cc4c(cc3c2=O)OCO4)cc1	-4%	-14%	-5	-10%	4%	-2%	10%	-9%	5%
COc1cc2cc(CN(Cc3cccnc3)C(=O)Nc3ccccc3)c(=O)[nH]c2cc1OC	-6%	-4%	-8	-16%	-22%	-3%	23%[57.1 µM]	3%	7%[57.1 µM]
O=C(CSc1nnc(NC(=O)c2ccc(F)cc2)s1)NC1CCCC1	-10%	2%	-2	22%	15%	-2%	31%	0%	8%
O=C(CSc1nnnn1Cc1ccccc1)NCCc1ccccc1	-21%	-1%	2	19%	-5%	-4%	-2%	2%	-3%
COc1cc(OC)c(OC)cc1CN1CCN(Cc2ccc(C(F)(F)F)cc2)CC1	-5%	8%	-20	6%	7%	-3%	1%	5%	-3%
Cc1cccc(C(=O)NCC(=O)OCC(=O)N2CCCCC2)c1	-3%	1%	-9	0%	4%	10%	25%[57.1 µM]	1%	2%[57.1 µM]
CON(C)C(=O)/C=C/CCCCNC(=O)OC(C)(C)C	-17%	1%	-8	6%	4%	-3%	20%	13%	2%
COc1ccc(OC)c(NC(=O)c2ccc3c(SCC(=O)O)c4c(nc3c2)CCCC4)c1	-16%	-10%	-8	-2%	1%	0%	0%	?	-6%
CCOC(=O)c1ccc(NC(=O)CCc2c(C)nc3nc[nH]n3c2=O)cc1	-18%	2%	-8	-6%	-2%	-1%	-6%	2%	-5%
CCOC(=O)C1=C(C)Nc2ncnn2C1c1ccc(N(C)C)cc1 (stereo not given)	-17%&-17%	1%&-6%	0&5	0%&-21%	15%&-2%	-2%&-2%	21%&4%	7%&14%	-3%&-11%
CCOC(=O)c1c(NC(=O)COC(=O)Cc2ccccc2[N+](=O)[O-])sc(C(=O)N(C)C)c1C	1%	-4%	-5	-1%	-22%	-3%	-7%[57.1 µM]	0%	-8%[57.1 µM]
CC(C)c1ccc(NC(=O)CN(Cc2ccccc2)S(C)(=O)=O)cc1	-1%	-3%	9	17%	-16%	-1%	4%	-4%	-10%

A portion of the library; rates above refer to the full screens.
